# T cell HTS: modulators of CD8 T cell-vesicle binding, primary screen, mouse 2C CD8+ T cells, flow cytometry; calls only at 7 µM; hit rate 0.068% among 330,000; 2C CD8+ T cell-vesicle binding; stronger effect = lower value;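 active = response, share of CD8 T cells binding vesicles, and their 90th percentile fluorescence all below set limits, cut at about 80% in these data, passing the limit was not always enough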
#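 Assay system: 2C TCR transgenic mouse naive CD8+ T cells, MACS-purified | Read-out: CD8+ gate FL2 mean fluorescence as % of same-row positive control | Signal: High-throughput flow cytometry with anti-B7-1 and anti-CD8 staining | Timing: Binding step 1.5 h, 37 °C, antibody labelling 20 min, ice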
# KOR beta-arrestin-1: KOR antagonists, beta-arrestin recruitment, cell-based, luminescence, uHTS (AID 1778); Kappa-type opioid receptor (Homo sapiens); KOR beta-arrestin recruitment, luminescence, antagonist mode; higher % means a stronger effect; inhibition, % at 10 µM; hits with a dose series show IC50 in µM; hit rate 0.091% among 290,000; in the data active = inhibition above about 50%; note: strong numbers were not always called active
# KOR beta-arrestin-2: KOR agonists, beta-arrestin recruitment, primary screen, cell-based, luminescence, uHTS (AID 1777); KOR beta-arrestin recruitment, luminescence; higher % means a stronger effect; activation, % at 10 µM; hits with a dose series show EC50 in µM; hit rate 0.02% among 280,000; in the data active = activation above about 50%, passing the limit was not always enough; note: a part of the inactive calls stands beside numbers as strong as those of hits
# GPR55 beta-arrestin: GPR55 agonists via beta-arrestin recruitment, primary screen, imaging, U2OS cells, beta-arrestin-GFP redistribution (AID 1961); G-protein coupled receptor 55 (Homo sapiens); U2OS GPR55 beta-arrestin-GFP redistribution imaging; higher % means a stronger effect; activation, % at 10 µM; hits with a dose series show EC50 in µM; hit rate 0.048% among 290,000;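 active = activation above 40% with more than 50 cells counted in the well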;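 note: U2OS osteosarcoma cells stably expressing GPR55 and beta-arrestin-GFP; plate controls were DMSO negative control for no effect and LPI positive control for full effect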
# GPR55 LPI antagonism: GPR55 antagonists blocking LPI-driven arrestin recruitment, primary screen, imaging, U2OS, beta-arrestin-GFP, LPI agonist (AID 2013); G-protein coupled receptor 55 (Homo sapiens); hit rate 0.13% among 290,000; U2OS GPR55 beta-arrestin-GFP translocation imaging, LPI antagonism; higher % means a stronger effect; one-dose inhibition, % at 10 µM; IC50 in µM for titrated hits;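 active = spots per cell inhibited over 60%, with over 100 cells counted and total cytoplasm intensity under 500,000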;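 note: U2OS cells stably carrying GPR55 and arrestin-GFP stimulated by 5 µM LPI near EC80; imaged beta-arrestin-GFP aggregate spots per cell after agonist stimulation; plate controls were LPI-stimulated DMSO wells for no effect and DMSO wells without LPI for full effect; some results filed as inactive read as strong as hits; confirmed hits need IC50 under 10 µM and bright autofluorescent wells are also inconclusive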
# GPR35 arrestin U2OS: GPR35 antagonists blocking zaprinast-driven arrestin recruitment, primary screen, imaging, U2OS, beta-arrestin-GFP, zaprinast agonist (AID 2058). G-protein coupled receptor 35 (Homo sapiens). U2OS GPR35 beta-arrestin-GFP translocation imaging, zaprinast antagonism; higher % means a stronger effect. one-dose inhibition, % at 10 µM; IC50 in µM for titrated hits. hit rate 0.052% among 290,000;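 active = inhibition of at least 50% with at least 30 cells and total cytoplasm GFP at most 10,000,000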
# West Nile virus CPE: West Nile virus antiviral activity, cell-based, CPE readout (AID 1621). one-dose CPE inhibition, % at 10 µM; IC50 in µM for titrated hits. hit rate 0.02% among 290,000. West Nile virus-infected cells, CPE inhibition; higher % means a stronger effect; in the data active = a potency from the dose series; note: strong numbers were not always called active
# NTR1 ag: agonists of NTR1, primary screen, imaging, U2OS cells, beta-arrestin-GFP, high content (AID 493036). activation, % at 20 µM. NTR1-U2OS beta-arrestin-GFP spot imaging, agonist mode. hit rate 0.17% among 330,000;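 active = activation at or above 40% of the spot to cytoplasm intensity ratio, with at least 20 cells analyzed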;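 note: 0% = DMSO without peptide and 100% = 100 nM NTR1 peptide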
# Target sequence (P30989 whole entry, looked up): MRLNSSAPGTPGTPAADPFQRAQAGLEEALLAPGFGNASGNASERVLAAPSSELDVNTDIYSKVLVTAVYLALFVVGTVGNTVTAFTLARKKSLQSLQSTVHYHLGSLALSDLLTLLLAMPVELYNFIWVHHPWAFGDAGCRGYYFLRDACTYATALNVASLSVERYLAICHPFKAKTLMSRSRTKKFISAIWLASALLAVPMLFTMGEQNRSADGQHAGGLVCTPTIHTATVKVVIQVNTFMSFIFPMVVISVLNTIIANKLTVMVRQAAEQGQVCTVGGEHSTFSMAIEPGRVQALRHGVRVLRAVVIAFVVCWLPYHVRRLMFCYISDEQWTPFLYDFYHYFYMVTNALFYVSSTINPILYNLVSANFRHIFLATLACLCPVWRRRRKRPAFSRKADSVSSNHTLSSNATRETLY
# PhoP inhibition: inhibitors of PhoP regulon expression, primary screen, Salmonella Typhimurium, GFP reporter (AID 1863); hit rate 0.16% among 300,000; inhibition, % at 50 µM; hits with a dose series show IC50 in µM; S. Typhimurium PhoP-regulated promoter GFP reporter, 4 h; higher % means a stronger effect;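 active = inhibition over 29.93%, a cutoff 3 SD above the screen mean, later confirmed by dose response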;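 note: 0% = low Mg2+ inducing control and 100% = high Mg2+ repressing control; strong numbers were not always called active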
# T cell HTS vesicle-bound %: second read-out of T cell HTS, no call of its own (marks repeat the call); double positive events, %; measured here: CD8+ vesicle-bound cell fraction;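 binding gate set so that unloaded-vesicle control wells show 10% double positive cells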
# NTR1 ag cell count 20 µM: recorded beside NTR1 ag, whose call it bears; cell count; measured here: cell count, cytotoxicity flag
# The depositor's hits bear a star; i = inactive; nt = not tested or not shown; [ ] = remark or other dose.
# Start of the listing, in advance, eight compounds:
SMILES,T cell HTS,T cell HTS vesicle-bound %,KOR beta-arrestin-1,KOR beta-arrestin-2,GPR55 beta-arrestin,GPR55 LPI antagonism,GPR35 arrestin U2OS,West Nile virus CPE,NTR1 ag,NTR1 ag cell count 20 µM,PhoP inhibition
Cc1c(C(=O)OCC(=O)Nc2cccc(S(N)(=O)=O)c2)oc2c1ccc1ccccc12,i,54,-329%[20 µM],19%,0.2%,10%,1%,-0.8%,18,51,-4%
Cn1c(Cc2ccccc2)nnc1SCC(=O)c1ccc(Br)s1,i,21,-4%,-4.9%,-0.1%,-2%,7%,-0.5%,-2.1,80,8%
Cc1occc1-c1nnc(SCC(=O)NCC2CCCO2)n1C (stereo unspecified),i,27,-17%,3.2%,-0.1%,-4%,11%,2.0%,-1.7,57,-6%
O=c1c2ccccc2ncn1CCOCCOc1cccc(Br)c1,i,7,-16%,-2.2%,-0.2%,-4%,0%,-1.0%,-0.3,40,2%
O=C(NNc1c2ccccc2nc2ccccc12)c1ccc(Cl)cc1,i,17,-58%,-2.1%,0.0%,11%,10%,-2.0%,6.7,88,5%
COc1ccc(C(=O)N/C(=C/c2cccs2)C(=O)NN)cc1OC,i,46,-1%,-0.2%,-0.1%,-1%,5%,0.2%,-0.4,67,-12%
O=C(Cn1c(=O)oc2cc(S(=O)(=O)N3CCCCCC3)ccc21)NC1CCCCCCC1,i,27,-17%,-1.7%,0.9%,-9%,8%,-0.5%,3.1,11,4%
Cc1ccc(O)c(NC(=O)c2ccc3c(c2)C(=O)N(Cc2ccco2)C3=O)c1,i,30,-22%,7.5%,-0.2%,-3%,0%,-0.8%,0.1,60,2%

# This part in full, from the first entry:
SMILES,T cell HTS,T cell HTS vesicle-bound %,KOR beta-arrestin-1,KOR beta-arrestin-2,GPR55 beta-arrestin,GPR55 LPI antagonism,GPR35 arrestin U2OS,West Nile virus CPE,NTR1 ag,NTR1 ag cell count 20 µM,PhoP inhibition
Cc1c(C(=O)OCC(=O)Nc2cccc(S(N)(=O)=O)c2)oc2c1ccc1ccccc12,i,54,-329%[20 µM],19%,0.2%,10%,1%,-0.8%,18,51,-4%
Cn1c(Cc2ccccc2)nnc1SCC(=O)c1ccc(Br)s1,i,21,-4%,-4.9%,-0.1%,-2%,7%,-0.5%,-2.1,80,8%
Cc1occc1-c1nnc(SCC(=O)NCC2CCCO2)n1C (stereo unspecified),i,27,-17%,3.2%,-0.1%,-4%,11%,2.0%,-1.7,57,-6%
O=c1c2ccccc2ncn1CCOCCOc1cccc(Br)c1,i,7,-16%,-2.2%,-0.2%,-4%,0%,-1.0%,-0.3,40,2%
O=C(NNc1c2ccccc2nc2ccccc12)c1ccc(Cl)cc1,i,17,-58%,-2.1%,0.0%,11%,10%,-2.0%,6.7,88,5%
COc1ccc(C(=O)N/C(=C/c2cccs2)C(=O)NN)cc1OC,i,46,-1%,-0.2%,-0.1%,-1%,5%,0.2%,-0.4,67,-12%
O=C(Cn1c(=O)oc2cc(S(=O)(=O)N3CCCCCC3)ccc21)NC1CCCCCCC1,i,27,-17%,-1.7%,0.9%,-9%,8%,-0.5%,3.1,11,4%
Cc1ccc(O)c(NC(=O)c2ccc3c(c2)C(=O)N(Cc2ccco2)C3=O)c1,i,30,-22%,7.5%,-0.2%,-3%,0%,-0.8%,0.1,60,2%
Cc1nc2c(-c3ccc(Cl)cc3)cnn2c2c1CCC2,i,47,6%,-4.0%,0.1%,-8%,-10%,1.2%,3.5,97,-3%
COCCCNC(=S)NC(=O)c1ccccc1,i,39,nt,-2.0%,-0.2%,5%,-6%,0.4%,1.0,59,-6%
CC(C)(C)c1ccc(/C=C2\Oc3c(ccc(O)c3CN3CCN(CCO)CC3)C2=O)cc1,i,27,-10%,3.6%,0.2%,9%,12%,-0.3%,0.9,51,-11%
CCCCNC(=O)N1CCCN(c2ccc(C#N)cn2)CC1,i,49,-36%,6.5%,-0.1%,-2%,-12%,-0.1%,0.8,90,-1%
COc1ccc(CCNC(=O)CCCn2nc(C)n3ccnc3c2=O)cc1OC,i,30,-8%[20 µM],0.8%,-0.2%,0%,3%,0.1%,-1.2,65,nt
O=C(CSc1nc2ccccc2c(=O)n1-c1ccccc1)NCC1CCCO1 (stereo unspecified),i,22,3%,-0.9%,-0.1%,3%,17%,0.7%,1.3,51,-1%
CN1CCN(Cc2cccc(Oc3ccccc3)c2)CC1,i,12,-8%,-4.2%,-0.1%,6%,3%,-0.7%,1.4,52,13%
Cn1c(CCNC(=O)c2ccccc2)nc2ccccc21,i,23,-12%,-1.3%,0.0%,-7%,0%,-0.2%,0.1,56,1%
CN1CCN(CCCNC(=O)CCc2nnc3n(Cc4ccccc4Cl)c(=O)c4ccccc4n23)CC1,i,45,-4%,4.1%,-0.1%,-5%,1%,0.1%,-0.9,61,-6%
C/C=C/C=C/C(=O)N1CC2(CC(c3cccc(NC(=O)/C=C/C)c3)=NO2)C[C@@H]1C(N)=O (stereo partly specified),i,24,15%,nt,-0.2%,-1%,-13%,1.3%,-2.2,90,-5%
O=C(Nc1cccc(F)c1)N1CCCC(CNS(=O)(=O)Cc2ccccc2)C1 (stereo unspecified),i,36,16%,6.4%,-0.3%,-2%,-10%,-0.6%,-0.8,31,-3%
CCc1ccc(OCC(=O)N/N=C(\C)c2ccc(-n3ccnc3)cc2)cc1,i,47,17%,2.0%,0.3%,-4%,-14%,1.7%,-0.2,29,2%
COc1ccccc1CNC(=O)/C=C/c1ccc(S(=O)(=O)NCc2ccco2)cc1,i,45,-19%,11%,-0.3%,-4%,1%,-1.7%,-0.9,59,12%
COCCCNC(=O)c1c(-c2ccccc2)noc1C,i,21,-36%,-5.1%,0.1%,11%,1%,0.0%,0.0,40,5%
Fc1cccc(/C=C2\CCCC3=C2NC(=S)NC3c2cccc(F)c2)c1 (stereo unspecified),i,21,-26%,6.7%,-0.1%,0%,8%,0.0%,1.9,50,-20%
O=C(O)c1cc(NC(=O)c2ccccc2F)cc(NC(=O)c2ccccc2F)c1,i,70,-12%,2.4%,-0.3%,2%,4%,-0.3%,-0.6,35,-3%
CC(=O)c1ccc(N2CCN(C(=O)c3noc4c3CSc3ccccc3-4)CC2)cc1,i,24,-59%,32%,-0.1%,-14%,12%,1.3%,2.3,63,-13%
C=CCNC(=S)N1CCC(C(=O)c2ccc(OC)cc2)CC1,i,16,-6%,9.8%,0.3%,-10%,8%,-0.9%,0.5,46,7%
COc1ccccc1NC(=O)c1cc([N+](=O)[O-])ccc1N1CCOCC1,i,59,-12%,8.5%,-0.1%,-13%,14%,-0.3%,1.8,75,-5%
N#C/C(=C\c1ccccc1)C(=O)Nc1cc(S(=O)(=O)N2CCOCC2)ccc1N1CCCC1,i,52,-18%,0.1%,0.6%,24%,-7%,0.0%,1.9,81,6%
COc1c(Br)cc([N+](=O)[O-])c(OC)c1C(=O)NC(=O)Nc1c(Cl)cccc1Cl,i,21,-17%,1.0%,5.6%,-6%,-7%,0.6%,6.0,60,-17%
CCC(Oc1ccccc1)C(=O)Nc1cc(C)on1 (stereo unspecified),i,30,10%,-5.1%,-0.2%,4%,1%,0.3%,-1.4,54,13%
O=C(O)/C=C\C(=O)Nc1ccc(N2CCN(c3ccc(Cl)cc3)CC2)cc1,i,35,-11%,-5.5%,-0.1%,-11%,30%,-0.5%,5.0,48,-10%
CCN(N=Nc1cccc([N+](=O)[O-])c1)c1cccc([N+](=O)[O-])c1,i,65,15%,-4.5%,0.3%,-4%,-4%,-0.2%,4.6,41,-8%
CC(C)(C)CC(C)(C)N1CNC(=S)NC1,i,19,15%,-3.2%,-0.1%,16%,4%,-0.9%,-0.2,61,0%
O=C(NCCOc1cccc2cccnc12)c1cccs1,i,47,-10%,5.2%,-0.2%,4%,8%,0.0%,1.3,67,8%
C=CCNC(=O)C(C)Sc1ccc(Cl)cc1 (stereo unspecified),i,52,3%,-2.2%,-0.4%,-10%,-1%,-0.4%,-0.9,57,5%
Cc1ccc(C)c(N2CCN(C(=O)CCCN3C(=S)NC(C)(C)CC3C)CC2)c1 (stereo unspecified),i,41,-14%,2.4%,-0.2%,-1%,4%,-2.0%,2.2,79,0%
CCN(CC)CCn1nc(C)nc1-c1ccccc1O,i,33,-36%,1.8%,0.3%,4%,4%,-0.1%,1.4,64,7%
COc1ccc(NC(=O)/C(Cl)=C(/Cl)S(=O)(=O)Cc2ccccc2)cn1,nt,nt,59%,nt,0.9%,94%*,23%,-0.8%,nt,nt,23%
CCCCC(=O)Nc1cccc(-c2nnc(-c3ccccc3)o2)c1,i,8,-20%,-1.5%,-0.1%,20%,-5%,-0.1%,3.2,64,1%
O=C(C1CCCCC1)N1CCC(CO)(Cc2ccccc2Cl)CC1,i,65,-12%[20 µM],nt,0.2%,7%,23%,-1.6%,5.0,88,3%
COC(=O)c1sc(-c2ccc(C(C)(C)C)cc2)cc1NC(=O)c1ccccc1C(=O)O,i,52,-31%,-1.1%,0.0%,10%,-14%,1.9%,2.5,51,-3%
CC(=O)c1c(C)[nH]c(C(=O)O)c1C,i,19,1%,-3.3%,-0.2%,10%,12%,0.5%,2.7,46,-6%
COC(=O)C1=CN(c2cccc(Cl)c2)C=C(C(=O)OC)C1c1cccc(OC)c1,i,56,16%,-2.8%,-0.1%,6%,-13%,0.0%,2.6,87,-5%
COc1cc(OC)cc(C(=O)Nc2ncc3c(n2)CC(C)(C)CC3=O)c1,i,42,-1%,-1.0%,-0.1%,2%,-20%,0.2%,0.1,47,3%

# Assay outcomes: PubChem BioAssay, several laboratories
